Assay outcomes from PubChem BioAssay.
TRPM1 prom inh = MITF TRPM1 promoter inhibition in SK-MEL-5 cells; SK-MEL-5 TRPM1 promoter luciferase, 24 h; 0.83% of 330,000 active; AID 488899; inhibition, % at 12.5 µM;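 active = mean inhibition across replicates of 60% or more, whatever share of single replicates reaches that level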; also: values of inactives mirror those of a sister screen read the other way
Shn3 3UTR inh = inhibitors of Schnurri-3 3'UTR reporter in osteoblasts. Clone20 osteoblast Shn3 3'UTR firefly luciferase, 24 h. inhibition, % at 12.5 µM. 0.52% of 360,000 active;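 active = mean inhibition of at least 75% with every replicate also reaching 75%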;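 also: 0% = median of neutral control wells and 100% = pilot-screen positive control compound; some compounds past the cut are filed as inactive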
HIF-2a block = HIF-2a inhibition | 786-0 RCC cells HIF-2a reporter, luciferase luminescence, overnight | inhibition, % at 18.8 µM | 0.72% of 360,000 active | AID 624352;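 active = inhibition of the luminescence signal of 40% or more relative to plate controls, in a single-dose primary screen at 18.75 µM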
NR2E3 ag-1 = human photoreceptor-specific nuclear receptor agonism; AID 602229; inhibition of corepressor binding, % at 3.98 µM; 0.35% of 360,000 active; Q9Y5X4; CHO-S Gal4-NCOR/VP16-NR2E3 two-hybrid, luciferase;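 active = inhibition above the mean of all tested compounds plus 3 SD, cut at about 70% in these data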;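 also: 0% = DMSO with NR2E3 transfected cells and 100% = cells lacking NR2E3 construct; higher means lower luciferase signal from less NR2E3 corepressor binding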
Target sequence (Q9Y5X4 whole entry, looked up, the tested form may be a part): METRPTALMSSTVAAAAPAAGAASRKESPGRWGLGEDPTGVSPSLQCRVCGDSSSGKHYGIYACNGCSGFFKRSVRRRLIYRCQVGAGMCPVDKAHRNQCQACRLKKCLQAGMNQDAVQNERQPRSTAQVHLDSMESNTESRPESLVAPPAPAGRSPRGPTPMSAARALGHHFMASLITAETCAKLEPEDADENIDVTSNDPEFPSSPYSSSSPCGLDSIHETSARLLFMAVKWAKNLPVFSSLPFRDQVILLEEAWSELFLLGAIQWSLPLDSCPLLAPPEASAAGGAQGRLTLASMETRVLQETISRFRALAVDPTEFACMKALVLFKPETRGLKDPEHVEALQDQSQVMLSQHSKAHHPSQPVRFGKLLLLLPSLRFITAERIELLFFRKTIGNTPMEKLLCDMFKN
NR2E3 ag-2 = activates human photoreceptor nuclear receptor NR2E3. GST-NR2E3/biotin-RetCOR TR-FRET, 1536-well. AID 2300. 0.12% of 320,000 active. Q9Y5X4. inhibition of corepressor binding, % at 4.78 µM;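 active = percent inhibition above the cutoff of mean plus 3 SD of all tested compounds, set per screening campaign, cut at about 20% in these data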;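 also: 0% = DMSO wells and 100% = biotin wells as full block of FRET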
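System: GST-tagged NR2E3 plus biotinylated RetCOR corepressor; Amount: 1.35 nM GST-tagged NR2E3 final; Dosing: single nominal compound dose of 4.8 µM; Schedule: 5 h incubation at 4 °C; Technique: TR-FRET with europium anti-GST and streptavidin-D2, 340 nm excitation; Controls: biotin wells as high control, 0.6% DMSO wells as low control.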
TWEAK Fn14 block = blocks TWEAK-Fn14 interaction in a reporter cell assay; inhibition, % at 10 µM; TWEAK-stimulated Fn14 reporter cells, luciferase luminescence, 8 h; 2% of 360,000 active; in the data active = inhibition above about 50%
C8 TRAIL sens = caspase-8 TRAIL sensitization; inhibition (viability loss, TRAIL sensitization), % at 10 µM; NB7+C8 cells + TRAIL, ATPlite viability luminescence; 1% of 360,000 active; AID 624354;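 active = compounds causing at least 50% loss of cell viability in the single-dose screen, relative to plate controls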
TROY NFkB inh = blocks TROY-dependent signaling in reporter cells; Q293 LMP1-TROYcd NF-kB luciferase reporter, 4 h; inhibition, % at 10 µM; 0.98% of 360,000 active;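 active = compounds whose plate-normalised and pattern-corrected inhibition of the luciferase reporter signal at the single screening dose is 50% or more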
KKLEB tox = counter-screen for CF NF-kB inhibitors: cytotoxicity. activity change (cytotoxicity), % at 5 µM. KKLEB CF airway cells viability, ATPlite luminescence, overnight; hits give low values; cells stimulated with P. aeruginosa culture filtrate. 0.36% of 360,000 active. AID 602141;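 active = corrected activity change at or below -50% at 5 µM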
CF NFkB block = inhibitors of cystic fibrosis induced NF-kB; KKLEB NF-kB-GFP reporter, PAF-induced, GFP fluorescence overnight; inhibition, % at 5 µM; 0.86% of 360,000 active;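 active = at least 50% inhibition at 5 µM, scaled per plate between neutral and stimulator controls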;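 also: PAF is a Pseudomonas aeruginosa culture filtrate used as stimulus; plate controls were PAF-stimulated DMSO wells for no effect and unstimulated DMSO wells for full effect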
Peg3 prom inh = inhibitors of Peg3 promoter; HeLa PEG-Prom luciferase reporter, luminescence, overnight; inhibition, % at 20 µM; 1.7% of 360,000 active;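 active = inhibition of at least 50% at 20 µM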
Starred values were filed as active, the others as inactive; x = no result given. These rows are one share of the data (hit frequency here may not be typical).

nr	structure	TRPM1 prom inh	Shn3 3UTR inh	HIF-2a block	NR2E3 ag-1	NR2E3 ag-2	TWEAK Fn14 block	C8 TRAIL sens	TROY NFkB inh	KKLEB tox	CF NFkB block	Peg3 prom inh
1	CC(NC(=O)c1ccc(F)cc1)C(=O)NC1=NCCS1 (configuration not stated)	-5	-25	9	24	-1	-21	0	7	1	14	12
2	CC(C)C(NC(=O)C12CC3CC(CC(C3)C1)C2)C(=O)O (configuration not stated)	-4	-21	24	-8	-3	-4	-14	4	-6	-3	16
3	O=c1nc(N2CCCCC2)nc(Nc2ccccc2)[nH]1	-12	9	-6	-30	3	-10	-7	-5	12	-8	-15
4	Cc1ccc(C(=O)CCC(=O)Nc2ccccc2F)cc1	-5	-9	-190	6	x	2	2	-29	11	13	-142
5	N#CCCN(C(=O)COC(=O)C1=NNC(=O)CC1)c1ccccc1	-10	-9	12	6	-1	-7	1	-3	1	27	-4
6	O=C(O)c1cc2nc(-c3cccs3)cc(C(F)(F)F)n2n1	-3	13	12	5	0	12	1	6	1	9	-2
7	CCN(CC)C1CCN(C(=O)c2ccc3nc(Cc4ccc(OC)cc4)oc3c2)C1 (configuration not stated)	-10	2	-10	23	x	6	4	-11	5	-5	-8
8	Nc1nnc(SCC(=O)Nc2cc(S(=O)(=O)N3CCOCC3)ccc2Cl)s1	-1	3	11	-15	5	-7	-23	-7	-6	-12	13
9	N#CC1=C(SCC(=O)Nc2ccc(C(=O)O)cc2)NC(=O)CC1c1ccco1 (configuration not stated)	11	5	9	-25	4	98*	5	-2	-4	0	5
10	COc1ccc(N2CC(O)(c3ccc(C)cc3)[N+]3=C2CCCC3)cc1 (configuration not stated)	22	-10	6	-8	1	-15	-9	4	-1	6	9
11	O=C(CSc1nc2ccccc2nc1SCC(=O)N1CCCCC1)N1CCCCC1	9	38	20	-29	15	25	4	24	-1	-4	46
12	COCCN(C(=O)COC(=O)CCCOc1ccccc1)c1c(N)n(Cc2ccccc2)c(=O)[nH]c1=O	-4	-3	16	2	4	14	0	-25	-3	-2	13
13	CCCCn1c(N)c(N(CCOC)C(=O)COC(=O)COc2cc(C)ccc2Cl)c(=O)[nH]c1=O	8	0	0	-15	-1	-1	-20	-27	-5	5	-6
14	COc1ccc(C(=O)NC2CCN(S(=O)(=O)Cc3ccccc3)CC2)c(OC)c1	6	4	13	-1	0	12	6	7	1	-1	5
15	CCOc1ccc(CCNC(=O)CN2C(=O)NC3(CCCCC3C)C2=O)cc1OCC (configuration not stated)	-3	9	5	0	1	-5	21	-9	5	0	-8
16	Cc1cc(C)n(-c2ccc(F)cc2)c(=O)c1C#N	-2	-9	15	-32	6	-2	-1	-2	5	13	11
17	COc1ccc(-c2c(-c3ccc(OC)nc3)c3ccccc3n2C)cc1	-1	-64	-50	17	x	-20	19	6	-12	-9	-51
18	CCCCCCn1c(=O)n2n(c1=O)[C@@H]1CN(S(=O)(=O)c3ccc(C)cc3)C[C@]1(O)[C@@H](OC(=O)NCc1ccc(OC)c(OC)c1)C2	x	13	2	-16	x	22	5	-6	-13	34	30
19	COc1ccc(NC(=O)CCOc2ccc(C)cc2)cc1S(=O)(=O)N1CCCCC1	-8	21	-8	-22	0	11	10	12	11	-13	-3
20	O=C1c2ccccc2C(=O)N1CCCc1cn(C[C@H]2CC[C@@H]([C@@H]3CC[C@H](Cn4cc(CCCN5C(=O)c6ccccc6C5=O)nn4)O3)O2)nn1	1	18	-2	-16	1	-22	-20	-35	6	-9	5

A few values from the list.
TWEAK Fn14 block result of cpd 18 = 22
KKLEB tox result of cpd 2 = -6
C8 TRAIL sens result of cpd 4 = 2

Continuation:
nr	structure	TRPM1 prom inh	Shn3 3UTR inh	HIF-2a block	NR2E3 ag-1	NR2E3 ag-2	TWEAK Fn14 block	C8 TRAIL sens	TROY NFkB inh	KKLEB tox	CF NFkB block	Peg3 prom inh
21	COc1ccc(C(C)C)cc1S(=O)(=O)NCC1CCCO1 (configuration not stated)	-7	-41	8	-5	x	23	5	-12	-2	10	-3
22	CNc1nc(NC)nc(NNC(=O)c2ccccc2)n1	19	-12	1	3	x	27	-11	-8	3	-18	-2
23	Cc1ccc(S(=O)(=O)Nc2ccc(F)c(S(=O)(=O)N3CCOCC3)c2)cc1	-2	49	-1	-12	x	12	-1	-11	-5	-5	5
24	Cc1ccc(NC(=S)N2CCc3[nH]c4ccccc4c3C2)cc1	5	15	-14	18	4	-4	-5	-14	-8	2	-9
25	CCCCNC(=O)c1cn(CC(C)C)c(=O)c2c1c1ccccc1n2C	-6	-14	13	-10	2	10	-21	20	-3	-5	5
26	CC(=O)c1ccc2c(c1)c(C#N)c1ccccc1[n+]2[O-]	-13	-10	-81	-1	x	-10	2	-35	-17	8	-57
27	O=C1N/C(=C\c2ccc(N3CCOCC3)c(F)c2)C(=O)N1Cc1ccccc1	8	55	1	-2	-3	-21	10	-10	-11	1	23
28	Cc1ccc(NC(=O)CSCc2ccc(F)cc2)cc1	-57	-50	-186	7	-1	-40	3	-48	-7	14	-206
29	COc1ccccc1N1CCN(C(=O)c2ccc(-c3nc4ccccc4s3)o2)CC1	-41	-83	-137	-47	2	25	20	34	-10	27	-126
30	COc1nc(-c2ccccc2)ccc1-c1noc(-c2ccco2)n1	-62	-181	-284	-189	-1	-7	6	-78	4	-7	-328
31	COC(=O)[C@@H]1C[C@H]2CC[C@H](O)C[C@H]2N1Cc1ccccc1OC(=O)c1cccs1	8	6	11	-5	0	5	-13	-9	27	-17	3
32	Cc1ccc2occ(/C=N/NC(=O)c3ccccc3Br)c(=O)c2c1	-7	26	34	-22	3	71*	-9	40	1	57*	29
33	CNS(=O)(=O)c1cc(C(=O)O)ccc1OC	-14	-18	6	-8	-3	-18	6	-14	2	-12	17
34	COc1ccccc1C(=O)Nc1ccc(-c2nnn(CC(=O)N3CCOCC3)n2)cc1	-11	-32	-41	15	0	-20	-5	-21	5	-9	-36
35	COc1ccc(COC(=O)NC2CCN(S(=O)(=O)c3ccc(OC)cc3)CC2)cc1	-8	5	16	11	2	31	15	22	-4	29	15
36	Cc1cccc(C)c1NC(=O)C(c1ccccc1)N1CCC1=O (configuration not stated)	0	-6	9	-9	1	20	-11	-21	-11	-2	0
37	Cc1ccc(NC(=O)C2CC(Cl)=CCC2C(=O)O)c([N+](=O)[O-])c1 (configuration not stated)	-13	20	13	-18	2	-2	2	-3	7	-1	-1
38	CN(C)N1C(N)=C(C#N)C(c2ccccc2F)C2=C1CC(C)(C)CC2=O (configuration not stated)	2	10	19	-12	0	26	0	1	-1	5	4
39	CCOC(=O)c1c(NC(=O)CN2CCCCC2)sc(CN(C)C)c1-c1ccccc1	-13	10	15	-3	-2	-7	4	9	-12	34	36
40	COC(=O)c1ccc2c(=O)n(CC3CCCO3)c(SCC(=O)Nc3ccccc3Cl)nc2c1 (configuration not stated)	-23	-1	-26	-3	0	7	7	-53	-4	-13	-24

Grouped by structure: the entries above with two or more sulfur atoms
nr	structure	TRPM1 prom inh	Shn3 3UTR inh	HIF-2a block	NR2E3 ag-1	NR2E3 ag-2	TWEAK Fn14 block	C8 TRAIL sens	TROY NFkB inh	KKLEB tox	CF NFkB block	Peg3 prom inh
8	Nc1nnc(SCC(=O)Nc2cc(S(=O)(=O)N3CCOCC3)ccc2Cl)s1	-1	3	11	-15	5	-7	-23	-7	-6	-12	13
11	O=C(CSc1nc2ccccc2nc1SCC(=O)N1CCCCC1)N1CCCCC1	9	38	20	-29	15	25	4	24	-1	-4	46
23	Cc1ccc(S(=O)(=O)Nc2ccc(F)c(S(=O)(=O)N3CCOCC3)c2)cc1	-2	49	-1	-12	x	12	-1	-11	-5	-5	5

The list continues.
nr	structure	TRPM1 prom inh	Shn3 3UTR inh	HIF-2a block	NR2E3 ag-1	NR2E3 ag-2	TWEAK Fn14 block	C8 TRAIL sens	TROY NFkB inh	KKLEB tox	CF NFkB block	Peg3 prom inh
41	CC1CCc2sc(C(=O)NNC(=S)NC3CC3)cc2C1 (configuration not stated)	-6	-20	-165	-65	1	-27	-5	-58	7	-12	-147
42	COCCNC(=O)C(c1ccccc1F)N(C(=O)C(=O)NC1CCCC1)C1CCCCC1 (configuration not stated)	5	-1	6	-14	-3	0	4	3	12	-3	8
43	COCCCNC(=O)CCCn1c(=O)[nH]c2ccccc2c1=O	6	-4	14	5	4	5	1	8	4	-2	-3
44	Cc1ccc(NC(=O)Nc2nc(-c3ccc(C)s3)cs2)cc1	1	-9	-104	-25	2	-10	7	-14	15	-24	-38
45	CCOc1ccc(C(=O)CCC(=O)Nc2ncccc2O)cc1	-22	-11	-63	-21	-3	-5	6	-32	6	-11	-87
46	O=C(CN1CCN(c2nc(-c3ccccc3)cs2)CC1)NCc1ccc2c(c1)OCO2	-8	10	9	6	-2	-3	6	0	0	1	19
47	O=C(/C=C/c1ccc([N+](=O)[O-])cc1)N(c1ccccn1)C1CCCCC1	-13	-8	7	-13	0	-12	-10	18	-5	-7	-16
48	C[C@H](C(=O)CC(=O)OC(C)(C)C)[C@H](O)c1ccccc1	-6	4	0	-35	-1	3	3	6	7	-4	-7
49	COc1cc2c(cc1OC)C(c1ccc(O)cc1)NCC2 (configuration not stated)	10	15	22	-3	-1	10	3	6	0	-14	12
50	Cc1cccc(N(CC(=O)NC(C)(C)C)C(=O)CNC(=O)c2cccs2)c1	6	19	14	-31	4	-7	-12	11	4	12	0
51	CCc1ccc(CNCCSc2nnnn2C)cc1	3	4	14	-9	1	-1	25	5	17	-7	15

Given as labelled records: 2 of the compounds above
48. C[C@H](C(=O)CC(=O)OC(C)(C)C)[C@H](O)c1ccccc1
  TRPM1 prom inh: -6; Shn3 3UTR inh: 4; HIF-2a block: 0; NR2E3 ag-1: -35; NR2E3 ag-2: -1; TWEAK Fn14 block: 3; C8 TRAIL sens: 3; TROY NFkB inh: 6; KKLEB tox: 7; CF NFkB block: -4; Peg3 prom inh: -7

45. CCOc1ccc(C(=O)CCC(=O)Nc2ncccc2O)cc1
  TRPM1 prom inh: -22; Shn3 3UTR inh: -11; HIF-2a block: -63; NR2E3 ag-1: -21; NR2E3 ag-2: -3; TWEAK Fn14 block: -5; C8 TRAIL sens: 6; TROY NFkB inh: -32; KKLEB tox: 6; CF NFkB block: -11; Peg3 prom inh: -87
